HTR5A inv ctr – HTR5A inverse agonists in luminescence cell assay, primary screen, counter-screen for OPRM1-OPRD1 heterodimer inverse agonist project, full-deck HTS | 5-hydroxytryptamine receptor 5A (Homo sapiens), P47898 | HTR5A cell line, inverse agonism | inhibition, % at 9.3 µM | 0.083% of 340,000 active | AID 504634, 2011; in the data active means inhibition mostly above about 23%, no sharp cut-off; inactive means mostly below about 18%;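 further: 0% = cells with DMSO and 100% = no-cell wells with DMSO; some compounds called inactive have numbers as strong as hits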
Target sequence (P47898 whole entry, looked up): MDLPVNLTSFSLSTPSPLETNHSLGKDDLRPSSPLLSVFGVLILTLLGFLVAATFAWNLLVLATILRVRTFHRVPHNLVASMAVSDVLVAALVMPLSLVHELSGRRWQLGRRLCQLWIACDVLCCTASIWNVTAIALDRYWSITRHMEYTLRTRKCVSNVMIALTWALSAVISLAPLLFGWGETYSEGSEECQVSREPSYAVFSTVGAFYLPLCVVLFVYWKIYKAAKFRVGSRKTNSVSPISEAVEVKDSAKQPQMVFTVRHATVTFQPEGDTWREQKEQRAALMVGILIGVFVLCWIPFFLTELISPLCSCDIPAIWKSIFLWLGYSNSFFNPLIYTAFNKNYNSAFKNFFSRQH
OPRM1-OPRD1 ag – agonists of OPRM1-OPRD1 heterodimerization, primary screen, cell-based, luminescence; Mu-type opioid receptor (Homo sapiens) + Delta-type opioid receptor (Homo sapiens), …; cells; activation, % at 9.3 µM; 0.3% of 340,000 active; in the data active means activation above about 18%;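 further: 0% = vehicle-treated cells and 100% = reference agonist; values of inactives mirror those of a sister screen read the other way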
phage Ecoli inh – growth loss of phage-infected E. coli, primary screen, RecBCD inhibitor project, absorbance, with phage, HTS | inhibition, % at 11.9 µM | 0.26% of 360,000 active; in the data active means inhibition above about 11%
Mot1-301 SUMO – yeast Mot1-301 growth rescue at high temperature, primary screen, SUMOylation pathway inhibitor project, S. cerevisiae, ATP luminescence, 38.5C; S. cerevisiae Mot1-301 growth rescue; percent above DMSO median, 100 means doubled; growth rescue, % at 18.8 µM; 1% of 320,000 active; AID 2716, 2010;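 active means every valid replicate shows activation above 250% relative to neutral control wells; inactive means the rest, any valid replicate at or below 250%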;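 further: OY570 slx delta 5 strain wells were the positive control but not used for scaling; some compounds called inactive have numbers as strong as hits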
AddAB inh – growth inhibition of E. coli expressing H. pylori AddAB, primary screen, AddAB inhibitor project, absorbance. AID 435030, 2010. 0.29% of 330,000 active. inhibition, % at 11.9 µM; in the data active means inhibition above about 12%;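 further: 0% = vehicle wells of infected cells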
E coli growth – E. coli V3065 growth inhibition, primary screen, counter-screen for AddAB inhibitor project, absorbance, OD600; 18 h; 0.27% of 330,000 active; inhibition, % at 11.9 µM;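 active means inhibition above the campaign's mean inhibition across all tested compounds plus 3 SD, cut at about 9.9% in these data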;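 further: uninfected addAB+ strain grown without phage in ampicillin broth; 0% = DMSO wells and 100% = ciprofloxacin 0.95 µg/ml wells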
Tat transport – E. coli Tat export inhibitors, primary screen, MC4100, TorA-mCherry reporter, fluorescence, single point. inhibition, % at 10 µM. 0.036% of 340,000 active;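 active means mean replicate inhibition at least 50% and at least half of replicates individually reaching 50%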;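 further: exported cargo escapes ClpAP degradation while cytoplasmic cargo is degraded and loses fluorescence; 0% = median of neutral control wells and 100% = median of NaSCN control wells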
PKA-R1A activ – activators of PKA-R1A holoenzyme, primary screen, biochemical, fluorescence polarization, Cy5-IP20, bovine R1A, mouse PKAc; PKA-R1A dissociation; scaled: DMSO 0%, 113 µM cGMP 100%; activation, % at 11.4 µM; 0.083% of 340,000 active; AID 504707, 2011;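 active means percent activation above the mean of all tested compounds plus 3 SD, cut at about 19% in these data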;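 further: higher means more PKAc released from R1A so a rise in polarization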
OPRM1-OPRD1 inv – inverse agonists of MOR-DOR heterodimerization, primary screen, cell-based, luminescence; 0.21% of 340,000 active; AID 504357, 2011; Mu-type opioid receptor (Homo sapiens) + Delta-type opioid receptor (Homo sapiens), …; inhibition, % at 9.3 µM; cell-based MOR-DOR heterodimer luminescence, inverse agonism; in the data active means inhibition above about 22%, passing the limit was not always enough;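 further: 0% = cells with DMSO and 100% = wells without cells with DMSO; values of inactives mirror those of a sister screen read the other way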
PKA-R2B activ – activators of PKA-R2B holoenzyme, primary screen, biochemical, fluorescence polarization, Cy5-IP20, human. PKA-R2B holoenzyme dissociation; R2B truncated from residue 108, S112A mutant; 0% DMSO only, 100% 113 µM cGMP. 0.079% of 340,000 active. AID 504700, 2011. activation, % at 11.4 µM. cAMP-dependent protein kinase catalytic subunit beta (Homo sapiens) + cAMP-dependent …;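 active means activation above a cutoff set at the mean over all compounds plus 3 SD, cut at about 18% in these data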;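 further: higher means more holoenzyme dissociation and a rise in polarization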
Target sequence (P31323 whole entry, looked up, other chains not shown, the tested form may be a part): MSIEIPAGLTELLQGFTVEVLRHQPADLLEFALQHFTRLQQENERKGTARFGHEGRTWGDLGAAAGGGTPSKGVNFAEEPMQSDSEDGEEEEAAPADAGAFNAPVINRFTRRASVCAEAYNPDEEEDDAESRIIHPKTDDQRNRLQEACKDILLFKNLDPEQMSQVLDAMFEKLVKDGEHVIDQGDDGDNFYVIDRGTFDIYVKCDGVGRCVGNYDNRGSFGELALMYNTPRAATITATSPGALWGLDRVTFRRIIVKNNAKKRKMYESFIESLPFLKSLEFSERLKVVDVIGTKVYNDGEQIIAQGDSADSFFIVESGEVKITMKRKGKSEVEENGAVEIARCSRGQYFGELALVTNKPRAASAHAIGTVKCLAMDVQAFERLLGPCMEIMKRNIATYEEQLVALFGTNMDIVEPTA
PfHsp90 set2 – growth inhibition of PfHsp90-expressing yeast, primary screen, antimalarial PfHsp90 inhibitor project, S. cerevisiae, BacTiter-Glo luminescence, single point, set 2 | BacTiter-Glo ATP, 48 h; yeast lacking PDR1 and PDR3 efflux regulators | inhibition, % at 9.4 µM | 0.32% of 310,000 active | AID 504621, 2011;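 active means every replicate shows inhibition above about 80%, whatever the replicate mean, limit read from the data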;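 further: 0% = DMSO neutral controls and 100% = 20 µM radicicol positive controls; yeast relying on Plasmodium falciparum Hsp90 in place of its own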
Numbers without * were called inactive; . = no result given.

SMILES | HTR5A inv ctr | OPRM1-OPRD1 ag | phage Ecoli inh | Mot1-301 SUMO | AddAB inh | E coli growth | Tat transport | PKA-R1A activ | OPRM1-OPRD1 inv | PKA-R2B activ | PfHsp90 set2
CC(=O)Oc1ccccc1C(=O)O | -5 | -1.5 | 2.9 | 2 | -1.1 | 0.1 | -1 | 0 | 8 | 1 | -14
COc1cc(C(=O)OCC(=O)NC2CC2)cc(OC)c1OC | -22 | -0.1 | 0.3 | -2 | 2.3 | -2.0 | -3 | -5 | 0 | -8 | 7
C/C=C(\C)CN1CCC(Oc2cc(C(=O)NC3CC3)ccc2OC)CC1 | -6 | 4.2 | 1.0 | -26 | 0.1 | 0.1 | 1 | 10 | -17 | 4 | -6
O=C(N/N=C/c1ccc(Cl)s1)c1ccccc1[N+](=O)[O-] | 9 | -1.2 | 4.4 | 805* | 7.4 | 2.3 | -10 | -1 | 6 | 0 | 23
CCCOc1cc(N(CC)CC)ccc1/C=C(/C#N)c1nc2ccc(C)cc2[nH]1 | 19 | 1.8 | 2.7 | 2 | 0.8 | 0.7 | -1 | 4 | -10 | -3 | -37
COc1ccc(CCNC(=O)C2CCN(S(=O)(=O)c3cnc[nH]3)CC2)cc1OC | -21 | -1.5 | 1.9 | 50 | 0.0 | 2.1 | -7 | -2 | 9 | 3 | 16
COC(=O)c1ccc(OCC(O)CN2CCC(C)CC2)cc1 (centres undefined) | -2 | -1.0 | 2.1 | 340 | 4.5 | -0.8 | -8 | 9 | 5 | -10 | 10
CCOC(=O)C1CCN(C(c2cc3c(C)ccc(C)c3[nH]c2=O)c2nnnn2C2CCCCC2)CC1 (centres undefined) | 7 | -1.4 | -0.2 | 347 | 0.4 | 1.2 | 12 | 3 | 8 | -6 | -32
Cc1ccc(N2CC(C(=O)Nc3cc(C)ccc3F)CC2=O)cc1 (centres undefined) | -17 | -1.6 | 3.5 | -7 | 3.4 | -0.7 | -7 | -7 | 8 | 13 | -19
CC1=C(C(=O)Nc2ccccc2)C(c2ccncc2)C(C#N)=C(SCC(=O)NC(C)C)N1 (centres undefined) | 12 | -2.9 | -1.9 | -25 | 0.7 | -0.6 | 1 | -9 | 18 | -11 | 2
O=C(O)C1C2C=CC(C3CC23)C1C(=O)NCCc1ccccc1 (centres undefined) | -27 | -3.1 | 0.2 | -3 | 3.5 | 0.7 | -11 | 5 | 17 | 0 | -5
CCC(NC(=O)CCc1c(C)c2cc3c4c(oc3cc2oc1=O)CCCC4)C(=O)O (centres undefined) | -9 | -1.4 | 0.4 | 9 | -1.1 | 0.2 | -9 | 1 | 8 | -4 | 4
CSc1ccccc1C(=O)NCCCn1ccnc1 | -1 | -0.8 | 0.5 | -5 | -0.8 | 0.0 | 2 | -1 | 4 | 6 | 11
O=C(O)CCCCCN1C(=O)C(=O)/C(=C(/O)c2ccccc2)C1c1ccccc1 (centres undefined) | 2 | -2.5 | 2.4 | -7 | . | . | 0 | -1 | 13 | -5 | .
CCOc1cc(N2CCOCC2)c(OCC)cc1NC(=O)c1oc2ccccc2c1C | 24* | 2.1 | -0.5 | -16 | 0.7 | -1.3 | 0 | 12 | -11 | -4 | 15
O=[N+]([O-])c1ccc(/C([O-])=C(/C(=S)Nc2ccccc2F)[n+]2ccccc2)cc1 | 17 | -0.4 | -0.5 | 76 | 0.5 | -2.5 | 6 | -9 | 2 | 0 | -5
O=C(CCCN1C(=O)CCC1=O)Nc1ccccc1F | -1 | -2.2 | 2.2 | -12 | 1.4 | -0.2 | -8 | 15 | 12 | -3 | -16
CCN(CC(=O)NCCCN1CCOCC1)S(=O)(=O)c1ccc(F)cc1 | 5 | -1.2 | -0.9 | 10 | 4.9 | -0.8 | -8 | 13 | 7 | -5 | 3
CCc1cc(C(=O)Nc2ccccc2)cs1 | -31 | -0.6 | 4.0 | -12 | 3.3 | 0.9 | -3 | -2 | 3 | -1 | 17
COc1ccc(/C=C(/NC(=O)c2ccccc2)C(=O)NCC2CCCO2)cc1 (centres undefined) | -4 | -1.7 | 0.9 | 15 | 3.9 | 1.8 | -1 | 7 | 11 | 3 | -35
CCOC(=O)c1c(NC(=O)CC2SC(N)=NC2=O)sc(C)c1C (centres undefined) | -4 | 0.1 | 1.2 | -11 | 4.4 | 0.8 | -2 | -1 | -1 | -1 | 3
COc1ccc(-c2nnc3sc(COc4ccc(C)cc4)nn23)cc1 | 2 | 2.1 | 0.3 | 4 | 4.1 | 1.5 | 6 | 14 | -9 | 0 | 20
O=C(Nc1ccc2c(c1)OCO2)c1c(F)cccc1F | -14 | -1.0 | 1.6 | -9 | 1.3 | -0.5 | -10 | -5 | 5 | 14 | -6
O=C(O)CCCC(=O)N1N=C(c2ccccc2)CC1c1ccc2c(c1)OCO2 (centres undefined) | 2 | -2.3 | 3.0 | -10 | 1.8 | -0.9 | 8 | 3 | 12 | 3 | 2

Record cards, from the list above. Values in the order: HTR5A inv ctr, OPRM1-OPRD1 ag, phage Ecoli inh, Mot1-301 SUMO, AddAB inh, E coli growth, Tat transport, PKA-R1A activ, OPRM1-OPRD1 inv, PKA-R2B activ, PfHsp90 set2
Shown for CCN(CC(=O)NCCCN1CCOCC1)S(=O)(=O)c1ccc(F)cc1 = 5, -1.2, -0.9, 10, 4.9, -0.8, -8, 13, 7, -5, 3
Shown for O=C(O)CCCCCN1C(=O)C(=O)/C(=C(/O)c2ccccc2)C1c1ccccc1 (centres undefined) = 2, -2.5, 2.4, -7, ., ., 0, -1, 13, -5, .
Shown for CCCOc1cc(N(CC)CC)ccc1/C=C(/C#N)c1nc2ccc(C)cc2[nH]1 = 19, 1.8, 2.7, 2, 0.8, 0.7, -1, 4, -10, -3, -37

Further results follow:
SMILES | HTR5A inv ctr | OPRM1-OPRD1 ag | phage Ecoli inh | Mot1-301 SUMO | AddAB inh | E coli growth | Tat transport | PKA-R1A activ | OPRM1-OPRD1 inv | PKA-R2B activ | PfHsp90 set2
CCCCN1C(=S)NC[C@@H]1Cc1ccccc1 | -4 | 2.6 | -1.5 | 42 | 1.1 | 0.0 | -2 | -3 | -12 | 7 | 23
Cc1cc(O)cc(O)c1C(=O)Cc1cscn1 | 9 | -1.1 | 2.1 | 353* | 2.7 | 2.4 | 3 | -7 | 6 | 5 | -5
Cc1ccc(S(=O)(=O)NN2C(=O)/C(=C/c3ccc(C(=O)O)cc3)SC2=S)cc1 | -11 | -1.5 | -1.2 | 19 | 0.3 | -0.8 | 1 | -3 | 7 | 5 | -5
CCN1C(=O)/C(=C2/Sc3ccc(OC)cc3N2C)SC1=Nc1ccc(OC)cc1 | -1 | -1.3 | 2.7 | 7 | 3.2 | 1.2 | -8 | 1 | 7 | 4 | 3
CC(=O)Nc1ccc(N)cc1 | -36 | -2.6 | 1.8 | -20 | -0.3 | 0.3 | 1 | 2 | 14 | -5 | -4
Cc1nnc(SCC2=C(C(=O)O)N3C(=O)C(NC(=O)Cn4nc(C)c(Cl)c4C)C3SC2)s1 (centres undefined) | 12 | -1.9 | 1.7 | -1 | -3.2 | 1.2 | 1 | 10 | 10 | 1 | -40
CCN(CC)C(=O)CSc1nc2ccc(NC(=O)CSc3nccn3C)cc2s1 | -24 | -2.1 | -0.8 | -1 | 0.0 | 2.2 | -6 | 7 | 12 | -2 | 1
CC(=O)c1ccc(N2CCN(C(=O)C3CCC3)CC2)cc1 | -13 | -3.0 | 4.9 | 36 | 1.6 | 0.0 | -5 | 2 | 17 | -2 | .
O=c1c2ccccc2c(C=Nc2ccc(S(=O)(=O)N3CCCCC3)cc2)c(O)n1-c1ccc(Cl)cn1 | -15 | -0.8 | 3.2 | -1 | 0.8 | 0.4 | -7 | -9 | 4 | 3 | 0
Cc1ccc(N2C(=O)C3C4C=CC(C4)C3C2=O)cc1C (centres undefined) | 16 | -1.7 | 1.4 | 12 | -3.2 | -3.2 | -1 | -2 | 9 | 7 | 7
O=c1[nH]c(C2CCN(S(=O)(=O)c3ccccc3)CC2)nc2c1nnn2Cc1ccc2c(c1)OCCO2 | 8 | -1.4 | -0.3 | 21 | 0.1 | -2.2 | -1 | -13 | 7 | -3 | -1
O=c1c2ccccc2nc(-c2ccc([N+](=O)[O-])cc2)n1O | 0 | -0.6 | 2.5 | -8 | 2.7 | -2.3 | -15 | 2 | 3 | -1 | 8
COc1cc(C(=O)NCc2nnc(SCC(=O)Nc3cc(C)cc(C)c3)o2)cc(OC)c1OC | -11 | -2.0 | 1.1 | 5 | 0.8 | -2.6 | 0 | -8 | 11 | -13 | 18
CCC1(CC)C(=O)N=C2c3ccccc3C(=O)N21 | 4 | -3.7 | 2.5 | -2 | 2.6 | 1.7 | 4 | 0 | 17 | -5 | 21
CCCc1nnc(NC(=O)OCC)s1 | -5 | -0.8 | 4.8 | -36 | 3.6 | 0.4 | -11 | 0 | 4 | -4 | -8
CCN(CC)C(=O)Oc1ccc2c(=O)c(-c3ccccc3)coc2c1 | 4 | 0.3 | 1.3 | 28 | 3.3 | 0.7 | 8 | -1 | -1 | 0 | 11
Oc1ccc2n[nH]nc2c1 | 4 | -1.0 | 4.7 | 0 | 0.8 | -2.8 | -6 | 3 | 6 | -3 | 11
CCN1C(=O)C2C(c3cccc(F)c3)NC(CC)(C(=O)OC)C2C1=O (centres undefined) | 0 | -0.8 | 0.7 | -11 | 1.6 | -2.5 | -2 | -4 | 5 | -1 | 4
COc1cccc(NC(=O)N(CCCN2CCOCC2)C(C)c2cc3ccccc3o2)c1 (centres undefined) | 3 | -2.5 | 4.7 | -7 | 1.6 | 2.0 | -2 | -1 | 14 | 4 | 17
O=C(N/N=C/c1ccc2c(c1)OCO2)c1ccc2ccccc2n1 | 7 | -1.4 | 1.9 | 11 | -1.3 | -0.3 | -4 | -1 | 7 | -1 | 0
Cc1ncsc1CCOC(=O)c1cccnc1 | -12 | -1.1 | -4.0 | 60 | -1.6 | -4.9 | -9 | 4 | 6 | -8 | 2
COc1cc(N2C(=O)C=CC2=O)c(OC)cc1Cl | 0 | -2.0 | 1.6 | 43 | 7.9 | -1.0 | 10 | -14 | 10 | 0 | 109*
CCOC(=O)Cn1nc(/C=C/c2ccccc2)ccc1=O | -2 | -3.2 | 3.4 | 528 | 1.2 | 0.6 | 0 | -11 | 13 | -1 | 25
COc1ccc2c(C)nc(Nc3nc(C)cc(C)n3)nc2c1 | -14 | -2.1 | -1.3 | 0 | 0.7 | -1.9 | 3 | 0 | 11 | 6 | 9
Cn1ccnc1SCC(=O)Nc1cccc(C#N)c1 | -2 | -3.7 | 4.1 | -16 | 0.8 | 0.0 | 4 | 17 | 14 | -1 | -10

High-throughput results from PubChem.
